M1 PAM parental: nonselective calcium activators in parental CHO-K1 cells, primary screen, counter-screen for M1 PAM project, cell-based, Fluo-8 calcium fluorescence, full deck, 1536-well | ATP EC20; 0% at ATP EC20, 100% at ATP max | activation, % at 3 µM | 360,000 tested, 0.02% active | AID 602247, 2012;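 active means activation above the run cutoff, the mean activation of all test compounds plus 3 SD, cut at about 40% in these data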;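 further: peak over basal fluorescence ratio in a 140 s read after ATP addition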
OXTR potentiator: human OXTR potentiators, primary screen, fluorescence, CHO-OTR cells, Fluo-8 calcium. Oxytocin receptor (Homo sapiens), P30559. AID 2445, 2010. activation, % at 3 µM. Fluo-8 calcium fluorescence, potentiator mode; 0% = oxytocin EC15, 100% = EC100. 320,000 tested, 0.061% active;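 active means activation above that plate's cutoff, the mean activation of tested compounds plus 3 SD, cut at about 6.6% in these data, passing the limit was not always enough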;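 further: 100% uses oxytocin at 75 nM as the full agonist control; some results filed as inactive read as strong as hits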
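Replication – single well per compound, singlicate · Assay system – CHO cell line stably expressing human OTR · Timing – 6 min pre-incubation, 100 s read · Measure – normalized max/min fluorescence ratio, % activation · Doses – 3.0 µM, one dose · Detection – Fluo-8 calcium dye fluorescence · Probe or stimulus – oxytocin near EC15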
CHO-K1 Ca antag: nonselective inhibitor or artifact in parental CHO-K1 cells; ATP-induced calcium, Fluo-8 fluorescence; inhibition, % at 3 µM; 360,000 tested, 0.6% active;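 active means inhibition above a per-plate cutoff, the plate's mean sample inhibition plus 3 SD, cut at about 24% in these data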;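 further: 0% = DMSO plus EC80 ATP and 100% = DMSO alone without ATP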
TAAR1 antagonist: human TAAR1 antagonists, primary screen, Fluo-8 calcium fluorescence, CHO RD-HGA16 cells; Trace amine-associated receptor 1 (Homo sapiens), Q96RJ0; antagonist; inhibition, % at 3 µM; 360,000 tested, 1.5% active;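 active means inhibition above a per-plate cutoff, the mean inhibition of test compounds on that plate plus 3 SD, cut at about 49% in these data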;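 further: 0% = DMSO plus EC80 beta-PEA response and 100% = DMSO alone without agonist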
Target sequence (Q96RJ0 whole entry, looked up): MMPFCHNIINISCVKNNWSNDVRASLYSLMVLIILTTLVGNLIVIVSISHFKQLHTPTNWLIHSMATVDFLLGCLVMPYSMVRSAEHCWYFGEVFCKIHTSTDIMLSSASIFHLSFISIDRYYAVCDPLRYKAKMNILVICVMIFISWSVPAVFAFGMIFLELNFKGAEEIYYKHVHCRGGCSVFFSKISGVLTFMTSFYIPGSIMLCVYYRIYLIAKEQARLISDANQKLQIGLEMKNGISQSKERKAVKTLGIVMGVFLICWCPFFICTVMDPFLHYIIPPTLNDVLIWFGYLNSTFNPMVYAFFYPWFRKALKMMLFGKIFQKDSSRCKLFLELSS
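Material: RD-HGA16 CHO cells with stable hTAAR1 and Gα16; Dosing: single nominal final test compound concentration of 3 µM; Schedule: seeding 17-24 h prior, 75-min 37 °C, 30-min RT dye loading; Detection: kinetic Fluo-8 calcium fluorescence measurement; Measure: % inhibition from peak post-agonist over basal fluorescence ratio; Benchmarks: vehicle and agonist controls.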
TAAR1 agonist: human TAAR1 agonists, primary screen, Fluo-8 calcium fluorescence, CHO RD-HGA16 cells. vehicle wells 0%, saturating PEA agonist 100%. activation, % at 3 µM. AID 624467, 2012. Trace amine-associated receptor 1 (Homo sapiens), Q96RJ0. 360,000 tested, 0.99% active;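 active means activation above the mean activation of all test compounds in the run plus 3 SD, cut at about 38% in these data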
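Test system: RD-HGA16 (CHO) cells co-expressing Gα16 and hTAAR1 | Doses: Single dose, 3 µM | Schedule: 17-24 h seeding, 75 min 37 °C dye, 30 min RT | Evaluation: % activation from peak over basal fluorescence ratio, DMSO-to-PEA scaled | Technique: Kinetic Fluo-8 calcium fluorescence | Benchmarks: Low control DMSO, high control PEA (EC100)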
CHO parental Ca: ATP-evoked calcium signal inhibitors, parental CHO, primary screen, counter-screen for OX1R antagonist project, cell-based, fluorescence, Fluo-8 calcium dye; 330,000 tested, 0.63% active; parental CHO-K1, ATP-induced calcium, Fluo-8 fluorescence; inhibition, % at 5.6 µM; AID 463079, 2010;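 active means inhibition above that plate's mean sample inhibition plus 3 SD, cut at about 26% in these data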;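 further: 0% = ATP-challenged DMSO wells and 100% = DMSO wells without ATP; some compounds past the cut are filed as inactive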
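Material – parental CHO cells · Reagent – ATP stimulus · Compound – single nominal dose of 5.6 µM per compound · Detection – Fluo-8 fluorescence · Read-out basis – percent inhibition of calcium signal · Controls – ATP-challenged DMSO wells low, unchallenged DMSO wells high · Repeats – no replicates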
M1 ag: human M1 muscarinic receptor agonists, primary screen, Fluo-8 calcium fluorescence, CHO-K1 cells, HTS; Muscarinic acetylcholine receptor M1 (Homo sapiens), P11229; CHO-K1 hM1, agonist mode; 0% DMSO, 100% acetylcholine EC100; activation, % at 3 µM; 360,000 tested, 0.33% active;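 active means activation above the run's mean compound activation plus 3 SD, cut at about 16% in these data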;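 further: peak over basal fluorescence ratio within a 140 s kinetic read after compound addition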
CHO-K1 Ca ag: counter-screen for M1 agonists: effect in parental CHO-K1 cells; Fluo-8 calcium fluorescence; scaled to maximal ATP response, vehicle zero; activation, % at 3 µM; 360,000 tested, 0.48% active; AID 602248, 2012; in the data active means activation above about 15%;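 further: untransfected CHO-K1 host cells lacking M1 receptor as counterscreen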
V1aR counter: agonists of human V1a receptor, primary screen, counter-screen for OXTR agonist project, fluorescence, CHO-V1R cells; Vasopressin V1a receptor (Homo sapiens), P37288; Fluo-8 calcium fluorescence, agonist mode; 0% DMSO, 100% 3 nM vasopressin; activation, % at 3 µM; 320,000 tested, 0.25% active; AID 2797, 2010;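 active means activation above the mean activation of all tested compounds plus 3 SD, per screening run, cut at about 20% in these data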;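 further: signal is peak over basal fluorescence ratio across a 100 second FLIPR read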
Target sequence (P37288 whole entry, looked up): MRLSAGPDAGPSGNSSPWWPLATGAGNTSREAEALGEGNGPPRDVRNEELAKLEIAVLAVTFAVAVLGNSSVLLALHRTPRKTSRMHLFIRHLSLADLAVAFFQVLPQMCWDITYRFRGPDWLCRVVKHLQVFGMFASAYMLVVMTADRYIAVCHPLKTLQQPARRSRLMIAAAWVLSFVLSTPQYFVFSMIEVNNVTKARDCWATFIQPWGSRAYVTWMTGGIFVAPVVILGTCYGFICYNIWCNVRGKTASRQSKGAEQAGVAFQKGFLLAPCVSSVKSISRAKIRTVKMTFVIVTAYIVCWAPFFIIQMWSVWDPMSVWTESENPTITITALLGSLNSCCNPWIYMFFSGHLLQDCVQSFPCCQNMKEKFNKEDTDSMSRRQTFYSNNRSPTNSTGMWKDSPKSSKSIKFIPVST
The depositor's hits bear a star; . = not tested or not shown. Rows are unselected; about 3.3% have a hit in one of these screens.

SMILES	M1 PAM parental	OXTR potentiator	CHO-K1 Ca antag	TAAR1 antagonist	TAAR1 agonist	CHO parental Ca	M1 ag	CHO-K1 Ca ag	V1aR counter
Cc1cc(C(=O)NCCCn2ccnc2)cs1	-13	-3	-11	-15	6	-3	-5	0.5	0.1
COc1ccc(OCCN2CCC(C(=O)NC(c3ccc(F)cc3)c3ccc4ccccc4n3)CC2)cc1 (configuration not stated)	10	.	-1	2	20	.	-7	0.5	.
COc1ccc(S(=O)(=O)N(CC(=O)NCc2ccco2)C2CCCCC2)cc1OC	-1	-6	-12	9	1	-13	-5	2.2	0.3
O=C(CN1CCC(C(O)(c2ccccc2)c2ccccc2)CC1)Nc1ccccc1	-3	4	-7	-2	24	-19	-11	1.9	2.0
CC(C)c1nc2n[nH]c(N)c2c2c1CSC(C)(C)C2	15	3	-2	-4	11	-19	-3	1.4	0.2
O=C1CSc2ccccc2N1Cc1ccccc1F	25	-6	-6	17	7	-16	-7	2.8	-1.5
COC(=O)c1ccc2c(c1)NC1=C(C(=O)CC(C)(C)C1)C(c1ccncc1)N2 (configuration not stated)	9	-2	2	8	0	-6	-2	0.2	0.3
C=C(c1cn(C(C)=O)c2ccccc12)c1cn(C(C)=O)c2ccccc12	13	.	3	-8	6	.	0	0.0	.
O=C(O)C1C2C=CC(C2)C1C(=O)Nc1ccc(C(=O)N2CCCCC2)c(Cl)c1 (configuration not stated)	10	-8	-7	4	2	-11	-3	0.5	2.5
COc1cc(Cl)c(C)cc1NC(=O)CSc1nc2ccccc2o1	-10	-7	5	11	6	-23	-8	5.6	-0.8
COCCNC(=O)COC(=O)c1nsc(Cl)c1Cl	19	-14	-20	-4	3	-6	-3	0.8	0.2
COc1ccc(-c2cc(C(F)F)nc(-n3nc(C)cc3C)n2)cc1	18	-15	-11	2	7	-22	-4	4.8	-0.8
COC(=O)c1nc(NNC(=O)c2ccccc2)sc1-c1ccccc1	9	-3	-3	-20	4	1	0	0.5	0.8
Cc1cc(-n2c(SCC(=O)NCCC3=CCCCC3)nc3n[nH]c(C)c3c2=N)ccc1Cl	-26	-12	8	-4	-3	-28	-6	-0.7	-0.2
O=C(O)COc1ccc2c3c(c(=O)oc2c1)CCCC3	18	-2	4	-8	0	3	-5	-0.2	-0.1
CC(=O)Nc1nonc1-c1nc2ccccc2n1CCC(C)C	29	-1	-8	-2	-4	-31	-5	0.4	0.7
COc1ccc(C2/C(=C(/O)c3ccccc3)C(=O)C(=O)N2CCN2CCOCC2)c(OC)c1 (configuration not stated)	19	-6	1	3	11	-5	-5	3.6	0.1
CCN(CC(=O)NCc1ccc(F)cc1)C(=O)/C=C/c1ccco1	12	-5	-9	-5	3	-19	-4	0.2	-1.0
CCOc1cc(NC(=O)c2ccco2)c(OCC)cc1NC(=O)COc1ccccc1C	30	-8	-9	17	2	-15	-3	1.0	-0.8
COc1cccc(/C=N/NC(=S)NCc2ccco2)c1OC	-23	-6	10	-7	4	-3	-2	0.4	-0.6
COc1ccccc1-c1cc(C(=O)N/N=C/C=C/c2ccccc2[N+](=O)[O-])c2ccccc2n1	22	12	-9	29	2	-18	-4	0.5	1.1
CCC(C)[C@H](N)C(=O)NC[C@H]1CC[C@H](C(=O)N[C@@H](Cc2ccccc2)C(=O)O)CC1 (some centres not stated)	19	.	-4	-11	0	.	0	0.2	.
COc1ccc(NS(=O)(=O)c2ccc3c(c2)CCCN3C(C)=O)cc1	8	-10	-9	-2	3	-13	3	5.3	4.7
Fc1ccc(C(c2nnnn2Cc2cccs2)N2CCN(c3ccccc3)CC2)cc1 (configuration not stated)	18	-12	-17	11	12	-10	-3	-0.1	-1.2
CC(OC(=O)C(C)N1C(=O)C2C3C=CC(C4CC34)C2C1=O)C(=O)c1ccccc1 (configuration not stated)	3	-6	4	3	5	-16	-4	2.7	3.2

(list continues)
SMILES	M1 PAM parental	OXTR potentiator	CHO-K1 Ca antag	TAAR1 antagonist	TAAR1 agonist	CHO parental Ca	M1 ag	CHO-K1 Ca ag	V1aR counter
O=C(CN1CCCC1c1ccc2c(c1)OCCO2)NC(=O)Nc1ccccc1F (configuration not stated)	0	.	0	-21	2	.	-4	0.4	.
COc1ccccc1CNC(=O)c1n[nH]c2ccccc12	9	-3	8	-6	0	-16	2	17*	-0.3
CCCOP(=O)(OCCC)C1(Nc2ccc(C)cc2)CCCCC1	3	8	-1	-16	15	-23	-1	0.0	1.9
Cc1ccc(/C=C/C(=O)O)cc1S(=O)(=O)NCc1cccnc1	-5	-3	5	-16	0	-1	-3	-0.1	0.1
O=C(O)CCc1ccc(-c2cccs2)n1Cc1ccco1	-4	-2	-5	7	0	-9	-2	0.3	-1.3
COc1cc(-c2c(CCO)sc3ccccc23)cc(OC)c1OC	9	.	-11	-18	2	.	.	1.0	.
CCC(=O)Nc1cccc(NC(=O)CSc2nnc(C(C)C)n2CC)c1	19	-6	0	3	-1	-5	-5	0.1	0.5
O=C(NCc1ccccc1)C(c1ccc(F)cc1)N(Cc1cccs1)C(=O)c1cnccn1 (configuration not stated)	23	-7	-1	52*	16	-20	2	5.0	1.1
COc1ccccc1CNC(=O)c1ccncc1	5	-3	-4	-1	3	-1	-1	1.0	0.5
COc1ccc(N2CC(C(=O)NNC(=O)c3ccc(Br)cc3)CC2=O)c(OC)c1 (configuration not stated)	0	3	9	-54	8	-11	-3	10	1.0
COc1ccc(Cc2cc(NCc3ccccc3)c3ncn(C(C)C)c3c2)cc1	1	1	-9	16	38*	-28	3	0.1	0.9
CCOC(=O)C1=C(O)C(=O)N(c2ccc(S(N)(=O)=O)cc2)C1c1ccc(Cl)cc1 (configuration not stated)	9	-2	-2	3	9	-7	-2	0.2	0.5
O=S(=O)(Nc1cccc(-c2nc3cccnc3s2)c1)c1ccc2c(c1)CCCC2	31	-3	-12	4	0	-26	2	1.9	1.2
CCOc1cc(S(=O)(=O)N2CCN(Cc3ccccc3)CC2)ccc1Br	3	-14	-4	-4	4	-12	-6	-0.1	-0.2
O=C(Cc1ccc(NC(=O)C2CCCN(C(=O)C3CCC3)C2)cc1)Nc1ccc(C(=O)N2CCOCC2)cc1 (configuration not stated)	16	.	-6	-19	2	.	-5	0.9	.
COCCNc1ccnc2c(Cl)cccc12	15	-9	-4	10	7	-8	-7	1.8	1.2
O=C1COc2ccccc2N1Cc1ccc(Cl)cc1	-7	2	-2	-10	-3	-18	-10	-0.2	-1.5
Cc1ccc(S(=O)(=O)CCC(=O)Nc2ccc3c(c2)OCO3)cc1	2	-1	-5	1	5	-21	5	-0.3	1.7
COc1ccc(CC(=O)N/N=C/c2cc(Br)cs2)cc1OC	6	-18	-7	6	9	-9	-1	2.6	4.1
CCN1c2ccccc2S(=O)(=O)c2ccccc21	-11	-14	-5	10	2	-10	-3	1.1	0.9
COCC1CCCN(C(=O)c2ccc3nc(Cc4cccc(Cl)c4)oc3c2)C1 (configuration not stated)	-1	-10	-4	20	0	-17	2	4.3	6.8
COc1ccc(C(=O)Nc2cc3c(cc2C#N)OCO3)cc1S(=O)(=O)NCc1ccco1	9	-11	-6	5	16	-15	-3	0.5	1.6
O=C1NC(=O)C(c2ccccc2)(c2ccccc2)N1S(=O)(=O)c1ccccc1	17	.	-14	-2	-1	.	-2	0.3	.
COC(=O)Nc1ccc(Oc2ccccc2)cc1	21	-9	-8	4	3	0	-7	1.5	6.5
Cc1ccc(C(=O)NCCN2CCCC2)cc1	13	-18	-1	-13	6	10	7	0.1	-0.2

Individual results from above:
CCOC(=O)C1=C(O)C(=O)N(c2ccc(S(N)(=O)=O)cc2)C1c1ccc(Cl)cc1 (configuration not stated) in CHO parental Ca: -7
O=C1NC(=O)C(c2ccccc2)(c2ccccc2)N1S(=O)(=O)c1ccccc1 in TAAR1 antagonist: -2
O=C(O)CCc1ccc(-c2cccs2)n1Cc1ccco1 in OXTR potentiator: -2
COc1ccc(N2CC(C(=O)NNC(=O)c3ccc(Br)cc3)CC2=O)c(OC)c1 (configuration not stated) in CHO-K1 Ca antag: 9

Continuation:
SMILES	M1 PAM parental	OXTR potentiator	CHO-K1 Ca antag	TAAR1 antagonist	TAAR1 agonist	CHO parental Ca	M1 ag	CHO-K1 Ca ag	V1aR counter
COc1ccc(/C=C2\SC(=S)N(CC(=O)NNC(=O)c3ccncc3)C2=O)cc1	9	-3	-5	1	8	3	-3	5.9	-0.4
Cc1cc(-c2ccccc2)nc(N/N=C/c2ccc(O)cc2O)n1	7	-8	3	45	9	-23	-5	2.3	-0.9
CCOC(=O)c1cc(S(=O)(=O)N2CCc3ccccc32)cn1C	-3	1	-8	-28	-1	-17	-3	8.0	1.1
CCC(Oc1ccccc1)C(=O)NCCCN1CCOCC1 (configuration not stated)	-17	-6	-4	-18	9	-6	-3	-0.3	0.7
O=S(=O)(Nc1cc(Cl)ccc1-n1cncn1)c1ccc(F)cc1	7	-8	-4	7	6	-7	0	4.8	3.9
O=C(COc1ccccc1)Nc1ccccc1C(=O)NC1CC1	-21	-8	13	0	3	-10	-5	0.5	0.4
O=C(NN1C(=O)c2ccccc2C1=O)C1CC2CCC1C2 (configuration not stated)	5	-6	4	3	1	3	-3	0.6	0.7
Cc1ccccc1Cn1cnc2c([N+](=O)[O-])c(C)c(C)cc21	23	-18	-16	7	4	-7	2	1.6	5.1
Cc1ccc(-c2noc(CCCC(=O)NCC3CCCO3)n2)cc1 (configuration not stated)	10	-8	-3	-10	0	3	-3	7.1	6.4
O=C(CN1C(=O)c2ccc(Br)cc2C1=O)NCC1CCCO1 (configuration not stated)	18	-8	-7	-17	2	-8	3	-0.2	0.7
CC1N(O)C(c2ccc(Cl)cc2Cl)N(O)C1(C)C (configuration not stated)	9	-5	3	-2	8	-11	-6	0.0	0.3

3 entries out of the list above, sorted by their value in M1 ag, high to low.
smiles,M1 ag
CCCOP(=O)(OCCC)C1(Nc2ccc(C)cc2)CCCCC1,-1
CC(=O)Nc1nonc1-c1nc2ccccc2n1CCC(C)C,-5
CCOc1cc(S(=O)(=O)N2CCN(Cc3ccccc3)CC2)ccc1Br,-6

Bioassay records: PubChem BioAssay, The Scripps Research Institute Molecular Screening Center
